FXIa inh: blocks human coagulation factor XIa protease activity. P03951. purified FXIa, Boc-Glu-Ala-Arg-AMC fluorogenic substrate. inhibition, % at 5 µM. 220,000 compounds, 0.14% hits. AID 798;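 active = inhibition of at least 40%; inactive = inhibition below 40%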;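 also: fluorescence of freed AMC excited at 355 nm; 0% = enzyme without compound and 100% = no enzyme blank; many of its hits are not listed in these tables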
Target sequence (P03951 19-387 limits assumed): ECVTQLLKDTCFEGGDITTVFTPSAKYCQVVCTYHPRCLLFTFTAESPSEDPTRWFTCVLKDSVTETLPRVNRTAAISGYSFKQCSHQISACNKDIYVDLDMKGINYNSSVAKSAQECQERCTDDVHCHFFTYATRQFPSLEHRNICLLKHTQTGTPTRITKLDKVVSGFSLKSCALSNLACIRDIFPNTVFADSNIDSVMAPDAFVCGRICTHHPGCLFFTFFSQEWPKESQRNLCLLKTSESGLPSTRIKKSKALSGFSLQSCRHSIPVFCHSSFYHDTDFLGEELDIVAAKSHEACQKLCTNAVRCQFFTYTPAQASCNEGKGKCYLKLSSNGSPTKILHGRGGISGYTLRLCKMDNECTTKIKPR
Target sequence (P03951 388-625 limits assumed): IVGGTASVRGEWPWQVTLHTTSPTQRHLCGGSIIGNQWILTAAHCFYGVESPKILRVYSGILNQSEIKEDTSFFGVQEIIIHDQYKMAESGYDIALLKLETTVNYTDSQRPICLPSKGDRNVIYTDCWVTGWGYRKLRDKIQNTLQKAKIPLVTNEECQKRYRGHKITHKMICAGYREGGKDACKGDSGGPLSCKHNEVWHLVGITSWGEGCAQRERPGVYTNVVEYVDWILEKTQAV
Calpain2 inh: inhibitors of pig calpain II | purified calpain II, fluorogenic peptide substrate, 30 min | inhibition, % at 16 µM | 220,000 compounds, 0.37% hits | AID 1236;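 active = inhibition above about 50%, limit read from the data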
Furin inh: inhibitors of human furin; purified furin, fluorogenic substrate cleavage; inhibition, % at 30 µM; 220,000 compounds, 0.061% hits; in the data active = inhibition above about 25%; also: inactives centre near -15
Rad51 HR inh: Rad51 (human) homologous recombination inhibition. inhibition, % at 10 µM. Q06609. 200,000 compounds, 0.085% hits. hRad51 DNA strand exchange, fluorescence dequenching;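 active = inhibition above 40% at the single screening dose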;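 also: 0% = DMSO control wells and 100% = blanks with heterologous ssDNA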
Target sequence (Q06609 whole entry, looked up): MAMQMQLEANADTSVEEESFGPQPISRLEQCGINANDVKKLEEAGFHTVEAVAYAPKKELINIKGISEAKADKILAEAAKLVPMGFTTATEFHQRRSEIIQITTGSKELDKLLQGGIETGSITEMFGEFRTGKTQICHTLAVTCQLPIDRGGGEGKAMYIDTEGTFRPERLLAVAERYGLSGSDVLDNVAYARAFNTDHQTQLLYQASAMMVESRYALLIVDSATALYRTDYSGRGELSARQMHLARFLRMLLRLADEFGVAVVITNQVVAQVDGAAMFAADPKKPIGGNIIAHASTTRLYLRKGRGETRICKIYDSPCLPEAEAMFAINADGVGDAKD
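material = hRad51 filaments on single-stranded DNA | reagent = Donor/quencher-labelled 47-bp dsDNA substrate | compound = 10 µM final, single point | schedule = strand-exchange reaction 15 min at room temperature | measured by = fluorescein emission 520 nm, excitation 485 nm | read-out basis = % inhibition versus plate control and blank means | benchmarks = plate controls and plate blanks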
FXIIa inh: inhibitors of human coagulation factor XIIa | AID 800 | purified FXIIa, Boc-QGR-AMC fluorogenic substrate, 2 h | inhibition, % at 5 µM | 220,000 compounds, 0.3% hits; in the data active = inhibition above about 40%;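 also: 0% = enzyme with no compound and 100% = blank without enzyme; many of its hits are not listed in these tables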
Thrombin inh: thrombin (human) inhibition. 220,000 compounds, 0.26% hits. inhibition, % at 5 µM. alpha-thrombin, Boc-VPR-AMC fluorogenic substrate cleavage. P00734;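 active = inhibition at or above 40%; inactive = inhibition below 40%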;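 also: 0% = enzyme with no compound and 100% = wells without enzyme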
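Material: Human alpha-thrombin protein | Buffer or medium: pH 7.5 Tris-saline with Tween 20 | Reagent: Boc-VPR-AMC substrate, 15 µM final | Schedule: Reaction at ambient temperature | Detection: AMC fluorescence at 355 nm excitation and 460 nm emission | Evaluation: Percent inhibition scaled between no-compound controls and no-enzyme blanks | Controls: no-compound enzyme wells and no-enzyme blanks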
KLK5 inh: blocks human kallikrein 5 protease activity. Q9Y337. recombinant hK5, fluorogenic AMC substrate cleavage. inhibition, % at 5 µM. 210,000 compounds, 0.59% hits. AID 873;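 active = inhibition of 40% or more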;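 also: 0% = enzyme controls without compound and 100% = no-enzyme blanks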
KCC2 mod: modulators of human KCC2 chloride dependent transport. KCC2 cells, thallium flux FluoZin-2 fluorescence. B-score of Tl+ flux slope (higher = more flux/activation; lower = inhibition) at 10 µM. 190,000 compounds, 2.2% hits;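 active = thallium flux slope and its plate-corrected score both differing from the plate sample mean at a set confidence after two filtering rounds, in either direction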;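 also: slope of fluorescence scaled to starting intensity during 10 to 20 s after thallium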
PERK inh: inhibitors of human PERK kinase | inhibition, % at 5.6 µM | CHO PERK-DD fusion, SEAP luminescence translation reporter | 220,000 compounds, 0.17% hits;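 active = inhibition above the mean inhibition of all tested compounds plus 3 SD, set separately per screening campaign, cut at about 2.9% in these data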;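 also: PERK kinase domain activated by AP20187 dimerizer at 100 nM; 0% = DMSO with dimerizer and 100% = rapamycin at 8.4 µM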
Numbers without * were called inactive; nt = not tested or not shown; [ ] = remark or other dose. A portion of the library (hit frequency here may not be typical).

mol	FXIa inh	Calpain2 inh	Furin inh	Rad51 HR inh	FXIIa inh	Thrombin inh	KLK5 inh	KCC2 mod	PERK inh
COC(=O)c1ccccc1NC(=O)C(C)c1ccc([N+](=O)[O-])cc1 (stereo unspecified)	1.4	-10.5	-16.1	41.6*	11.7	4.9	-0.5	-0.0307	0.2
c1coc(-c2nc3nc4ccccc4nc3n2CC2CCCO2)c1 (stereo unspecified)	-11.6	-475.5	-75.7[20 µM]	nt	-22.6	-9.8	-16.5	nt	-0.9
CC(=NCc1ccco1)c1c(C(F)(F)F)[nH]n(-c2nc3ccccc3s2)c1=O	-4.6	-91.3	-29.7[20 µM]	5.2	-15.5	-10.8	-6.6	nt	-0.1
CCc1ccc(N2CC(C(=O)NCc3ccc4c(c3)OCO4)CC2=O)cc1 (stereo unspecified)	-3.3	-9.7	-11.0	0.3	0.4	-1.7	1.8	nt	-0.1
COc1ccc(Nc2nc(NCc3ccco3)nc(N/N=C/c3ccccc3)n2)cc1	1.6	-13.6	-21.8[20 µM]	0.6	18.1	0.1	-4.9	0.773	0.5
CCOc1cc(CNCc2ccc(C(=O)O)cc2)ccc1OC	-7.5	6.1	13.1	10.8	-4.1	-4.4	-8.8	0.702	-0.2
CN(C)S(=O)(=O)c1cccc(NC(=O)CN2C(=O)NC(Cc3c[nH]c4ccccc34)C2=O)c1 (stereo unspecified)	-8.7	-24.0	-18.7	2.4	7.3	-3.3	-2.8	nt	0.4
O=C(c1cc(-c2ccc(O)cc2)on1)N1CCc2ccccc2C1	1.6	36.4	-16.5	1.2	17.4	-4.7	-9.5	-2.47	0.0
COc1ccc(N2CCN(C(=O)Cn3cncn3)CC2)cc1	-6.2	-16.9	-13.9	-2.8	2.5	-14.2	-5.0	0.0393	-0.1
COCCNCCOc1ccccc1-c1ccccc1	-7.0	20.7	-20.3[20 µM]	2.2	3.8	-2.8	-0.7	-0.338	-0.3
CCOC(=O)c1c(Nc2ccc(Cl)cc2)sc(/C=C2\C=Nc3ccccc32)c1O	1.8	-46.0	-21.2[20 µM]	-4.7	16.5	7.3	-11.6	nt	-1.3
CCOC(=O)c1cnc(SC2CC(=O)N(c3ccc(OC)c(OC)c3)C2=O)nc1N (stereo unspecified)	-1.7	-4.2	-22.7[20 µM]	9.4	18.7	4.0	-12.0	-0.43	-0.4
Cc1ccc(Cn2c(=N)c(C#N)cc3c(=O)n4cccc(C)c4nc32)cc1	-2.9	-64.8	-52.8	6.1	10.0	-15.9	3.7	nt	0.8
Cc1ccccc1N(CC(=O)N/N=C/c1cc(Br)c(C)o1)S(C)(=O)=O	9.2	27.4	-2.0	nt	15.9	13.8	8.9	-0.302	-0.1
O=C(c1ccc2ccccc2c1)C1CCCN(C(=O)CCn2cnnn2)C1 (stereo unspecified)	2.4	-48.4	-26.5	23.5	10.0	-2.5	-0.1	0.534	-0.2
COc1ccccc1NC(=O)Cn1cnc2sc(C)c(S(=O)(=O)N3CCCCC3)c2c1=O	-4.0	14.0	-6.4	nt	-0.9	-5.2	-10.6	1.24	-0.9
CN(C)C1=NC(=O)/C(=C\c2ccccc2)S1	-0.1	-0.9	-2.5	12.5	8.0	-4.0	-0.4	1.08	0.9
CCOC(=O)c1c(NC(C)=O)sc2c(O)c(CN3CCN(CC)CC3)ccc12	-0.8	4.8	-3.4	4.4	5.0	0.4	-14.3	-0.417	-0.1
O=C(Nc1ccc2c(c1)OCCO2)c1oc2ccccc2c1NC(=O)C1CC1	-1.6	-30.2	-20.7	-5.1	9.7	-7.7	-2.9	1.78	1.0
COc1cccc2sc(NC(=O)c3ccc(Br)s3)nc12	-6.1	-462.9	-10.8[20 µM]	-2.7	9.2	1.0	-8.7	0.176	-0.5
CCC(=O)N1CCc2cc(S(=O)(=O)NCCCN3CCN(Cc4ccccc4)CC3)ccc21	1.0	2.6	-23.6[20 µM]	nt	16.6	0.5	-8.0	-0.56	-2.2
Cc1cc(-c2ccccc2)c(C#N)c(SCC(N)=O)n1	4.1	-14.2	-5.2	13.4	23.3	-4.2	-1.4	0.0979	-0.2
COC(=O)CSc1nc2ccc(C)cc2cc1C#N	-6.8	-5.9	-13.9	-2.0	10.6	-3.8	-4.2	-0.0845	1.3
Cc1ccc(C)c(-n2c(CNC(=O)c3ccco3)nnc2SCC(=O)N2CCc3ccccc32)c1	2.1	8.5	-27.8	nt	16.0	9.5	15.1	-0.52	0.9
Cc1ccc(C(=O)c2cc3ccccc3o2)cc1C	5.6	4.8	-14.3[20 µM]	19.8	19.1	2.7	-2.8	nt	0.5

Compound profiles, as listed above.
CN(C)C1=NC(=O)/C(=C\c2ccccc2)S1 as listed: FXIa inh: -0.1; Calpain2 inh: -0.9; Furin inh: -2.5; Rad51 HR inh: 12.5; FXIIa inh: 8.0; Thrombin inh: -4.0; KLK5 inh: -0.4; KCC2 mod: 1.08; PERK inh: 0.9
Cc1cc(-c2ccccc2)c(C#N)c(SCC(N)=O)n1 as listed: FXIa inh: 4.1; Calpain2 inh: -14.2; Furin inh: -5.2; Rad51 HR inh: 13.4; FXIIa inh: 23.3; Thrombin inh: -4.2; KLK5 inh: -1.4; KCC2 mod: 0.0979; PERK inh: -0.2

Next section
mol	FXIa inh	Calpain2 inh	Furin inh	Rad51 HR inh	FXIIa inh	Thrombin inh	KLK5 inh	KCC2 mod	PERK inh
O=C1c2ccccc2S(=O)(=O)c2cc(C(=O)N(c3ccccn3)c3ccccn3)ccc21	6.0	-2.3	-16.5	10.1	1.5	2.7	-6.8	0.417	0.3
O=C(Nc1ccc(F)cc1)N1CCN(C/C=C/c2ccccc2)CC1	1.6	12.0	-9.6[20 µM]	7.7	14.3	1.9	-9.0	0.686	0.1
O=C(Cc1ccccc1)NNc1ccc2ccccc2c1	0.0	-9.0	-21.0	1.2	2.5	-16.1	-10.1	-0.718	0.2
Cc1nc(CCNS(=O)(=O)c2cccs2)cs1	0.7	-28.0	-13.9[20 µM]	-5.6	-8.3	-4.9	-9.8	0.0779	-0.5
CCc1nc2oc3cc(OC)ccc3c(=O)c2c(=O)n1Cc1ccccc1	7.0	-1.8	-18.5[20 µM]	2.2	26.8	25.2	47.6*	nt	-2.2
O=C(CCc1ccccc1)Nc1cccnc1Cl	-3.8	1.5	-14.2	nt	4.0	-7.5	-3.7	-0.064	0.7
CCOc1cc(/C=N\NC(=O)OC)ccc1OC(=O)c1ccco1	1.7	9.1	-13.0	4.9	11.2	-11.3	-6.2	-0.52	0.7
Cc1ccc(NC(=O)CN(C)CC(=O)Nc2ccccc2Oc2ccccc2)cc1	7.2	19.2	-6.4	0.9	9.7	-5.3	0.0	0.0801	-0.6
COc1cccc(C(c2c(N)[nH]c(=S)[nH]c2=O)c2c(N)[nH]c(=S)[nH]c2=O)c1	7.4	10.7	-16.7	3.0	11.3	3.2	2.8	-0.197	0.9
CCOCCCNc1nc2c(c(=O)[nH]c(=O)n2C)n1CCCc1ccccc1	5.0	-4.1	-5.3[20 µM]	2.1	13.6	-3.8	-4.3	0.123	0.5
c1ccc(Cn2nnnc2C(c2ccccn2)N2CCOCC2)cc1 (stereo unspecified)	-6.0	-25.9	-14.1[20 µM]	-1.8	-7.8	-12.8	-5.8	1.57	0.7
CC1CCCCC1NC(=O)C1CCN(S(=O)(=O)c2cccc3nsnc23)CC1 (stereo unspecified)	-2.4	-23.4	-23.9[20 µM]	-4.3	2.4	-6.2	-3.6	0.231	-0.3
COC(=O)c1ccc(NC(=O)CSc2n[nH]c(-c3ccncc3)n2)cc1	-13.2	0.4	-15.5[20 µM]	-10.6	-3.6	-6.6	-9.0	0.506	1.3
O=C(Nc1ccc(Cl)cc1)c1ccc(-c2ccccn2)s1	-1.0	9.8	-15.6	7.2	0.8	-2.7	-0.1	-0.129	-1.0
COC(=O)C(C)n1nnc2sc(-c3ccccc3)cc2c1=O (stereo unspecified)	-3.6	-252.6	-38.1	-1.4	1.5	1.0	-2.8	-0.421	0.6
Cc1ccc(NC(=O)CCNS(=O)(=O)c2ccc3c(c2)oc(=O)n3C)cc1C	1.8	-4.5	-24.4	-102.7	10.8	-1.9	2.5	0.937	0.3
COC(=O)CC1C(=O)NCCN1C(=O)OC(C)(C)C (stereo unspecified)	-0.3	5.6	-21.9	3.3	nt	-1.1	0.4	-0.434	-0.1
O=C(Cc1c(F)cccc1Cl)Nc1ccon1	0.4	19.0	-14.7[20 µM]	5.0	6.7	9.0	-13.8	-1.35	0.3
CNc1nc(C)c(C#N)c(-c2ccccc2)c1C(C)=O	-4.3	-32.8	-5.2	-1.6	9.6	-7.5	-1.6	-0.71	0.0
CCN(CC)C(=O)C1CCCN(c2ccc([N+](=O)[O-])cc2/C=N/NC(=O)c2cccc(Br)c2)C1 (stereo unspecified)	3.2	-120.3	-22.2[20 µM]	-2.4	20.3	18.7	-2.1	0.212	0.9
CCOc1ccc(/C=C2\SC(=S)NC2=O)cc1OC	3.5	-53.8	-4.3	-16.5	13.0	-6.9	-9.9	9.4*	0.5
Cc1n[nH]c(C)c1S(=O)(=O)N(CC(=O)NC1CCCC1)c1ccc(C(C)C)cc1	6.4	-11.9	-10.8	-4.8	13.9	-0.6	-4.2	-0.117	0.3
COCCn1c(SCc2nc3ccccc3c(=O)[nH]2)nc2ccccc2c1=O	5.1	7.8	-4.1	2.7	9.3	-13.6	1.4	-1.99	-0.4
Cc1cc(C)n(-c2nnc3c4ccccc4n(C)c3n2)n1	-0.6	-4.3	-12.7	nt	8.6	-10.1	-0.9	0.063	-1.0
COc1ccc(Br)cc1C(=O)Nc1ccc(NC(=O)c2ccco2)cc1	-5.7	-353.6	-21.2[20 µM]	0.3	7.1	-4.9	0.6	-0.207	-1.2
CCOC(=O)c1c(C)[nH]c(O)c1C=Nc1ccc(Cl)cc1	11.6	-43.3	-20.8[20 µM]	-0.7	23.2	9.9	-3.4	nt	1.1

Some of the entries so far, with values ahead of the structure:
FXIa inh | Calpain2 inh | Furin inh | Rad51 HR inh | FXIIa inh | Thrombin inh | KLK5 inh | KCC2 mod | PERK inh | structure
6.0 | -2.3 | -16.5 | 10.1 | 1.5 | 2.7 | -6.8 | 0.417 | 0.3 | O=C1c2ccccc2S(=O)(=O)c2cc(C(=O)N(c3ccccn3)c3ccccn3)ccc21
1.8 | -4.5 | -24.4 | -102.7 | 10.8 | -1.9 | 2.5 | 0.937 | 0.3 | Cc1ccc(NC(=O)CCNS(=O)(=O)c2ccc3c(c2)oc(=O)n3C)cc1C

Screens deposited in PubChem by several laboratories.
